# mcGAS lum – mouse cGAS inhibition by luminescence. Q8C6L5. recombinant cGAS, Kinase-Glo ATP depletion luminescence. inhibition, % at 12.5 µM. 160,000 compounds, 0.15% hits. AID 1259399;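 further: 0% = negative control wells and 100% = reference inhibitor with no enzyme activity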
# hcGAS inh – human cGAS inhibition; recombinant h-cGAS, ATP depletion, Kinase-Glo luminescence; inhibition, % at 12.5 µM; 290,000 compounds, 0.081% hits; AID 1259398;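 further: 0% = vehicle reaction and 100% = reaction without DNA for no activity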
# Target sequence (Q8N884 whole entry, looked up): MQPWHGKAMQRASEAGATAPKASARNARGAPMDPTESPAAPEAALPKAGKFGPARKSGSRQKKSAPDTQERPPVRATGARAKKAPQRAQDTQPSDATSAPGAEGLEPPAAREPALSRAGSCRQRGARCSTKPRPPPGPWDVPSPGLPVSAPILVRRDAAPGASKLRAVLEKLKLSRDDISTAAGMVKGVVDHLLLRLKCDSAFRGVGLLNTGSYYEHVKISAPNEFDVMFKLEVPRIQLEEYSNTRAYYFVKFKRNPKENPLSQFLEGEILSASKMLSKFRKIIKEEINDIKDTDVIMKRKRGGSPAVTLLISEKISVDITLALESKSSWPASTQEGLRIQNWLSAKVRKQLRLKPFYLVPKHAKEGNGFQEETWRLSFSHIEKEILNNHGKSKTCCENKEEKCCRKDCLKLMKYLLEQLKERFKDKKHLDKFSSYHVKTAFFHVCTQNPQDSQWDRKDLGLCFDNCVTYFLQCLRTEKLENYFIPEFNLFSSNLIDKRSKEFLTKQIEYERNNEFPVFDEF
# NPYLR7 agonist – activates Aedes aegypti NPYLR7 receptor; HEK293T NPYLR7/Galpha15, GCaMP6s calcium fluorescence; activation, % at 10 µM; 270,000 compounds, 0.15% hits; AID 1259423; in the data active means activation above about 40%;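 further: 0% = vehicle and 100% = reference agonist at the receptor; some compounds past the cut are filed as inactive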
# * hit, by the source's call; / = no result given; & = joins results of further samples. Unless noted, no stated cut-off is given here; in the data, active means inhibition above about 40%; inactive means the rest. Outcome played no part in choosing rows; about 0.29% have a hit in one of these screens.
# Each structure is followed by: mcGAS lum, hcGAS inh, NPYLR7 agonist
CC(C)CC(C)NC(=O)c1csc(COC(=O)c2ccccc2)n1 (stereo unspecified)
  -6, -5, -6
COc1cccc(-c2cc(-c3ccc(C(=O)NCCc4cccs4)cc3)[nH]n2)c1
  -9, -11, -3
COCCN(Cc1c(-c2ccc(F)cc2)noc1N1CCN(C)CC1)C(=O)C1CC1
  -1, 2, -5
CCOCCOc1c(Cl)cccc1NC(=O)NCc1ccccn1
  /, -7, 0
CCc1nc2sc3c(NCC4CCCO4)ncnc3c2c2c1CCCC2 (stereo unspecified)
  /, -11, 3
Cc1noc([C@]23CN(CC(C)C)CC[C@H]2CN(CC(C)C)C3)n1
  -1, -1, /
COc1ccc(NC(=O)N2CCN(c3cc(Cl)nc(SCC(=O)NCCN4CCCC4)n3)CC2C)cc1 (stereo unspecified)
  -5, -7, -1
CCC(=O)O[C@H]1CCC2C3CCc4cc(O)ccc4C3CC[C@@]21C (stereo partly specified)
  /, -1, -13
CN(C)S(=O)(=O)c1cccc(NC(=O)C2CC3CCC2C3)c1 (stereo unspecified)
  /, -6, 7
COCCCn1c(SCC(=O)c2cccc(F)c2)nnc1-c1cc(-c2ccccc2)nc2ccccc12
  -3, 1, 4
CCCCCc1ccc(C(=O)N2CCC3(CC2)C(=O)N(CC(=O)NCc2cccc(C(F)(F)F)c2)CN3c2ccccc2)cc1
  -4, -2, 0
COCCN(CCC(=O)Nc1ccc(OC)cc1)c1nc(C2CC2)nc2cc(Cl)ccc12
  3, 5, -4
Cc1ccccc1OCC1CCCN(CCC(F)(F)F)C1 (stereo unspecified)
  /, -11, 21
Cc1csc(C(C)(C)NC(=O)CCc2cccnc2)n1
  /, -7, 14
CC1(C)O[C@@H]2C[C@@](OCc3cccc(F)c3)(C(=O)NCC3CCCO3)CC(OCc3ccc(C(F)(F)F)cc3)[C@@H]2O1 (stereo partly specified)
  -4, 11, 4

# Molecules above that have a thiophene ring, fused or not:
# Each structure is followed by: mcGAS lum, hcGAS inh, NPYLR7 agonist
COc1cccc(-c2cc(-c3ccc(C(=O)NCCc4cccs4)cc3)[nH]n2)c1
  -9, -11, -3
CCc1nc2sc3c(NCC4CCCO4)ncnc3c2c2c1CCCC2 (stereo unspecified)
  /, -11, 3

# Going on with the list.
# Each structure is followed by: mcGAS lum, hcGAS inh, NPYLR7 agonist
Cc1cc(C(F)(F)F)n(CC(C)CNc2cc(CN)ncn2)n1 (stereo unspecified)
  -11, -8, /
COc1ccccc1N1CCN(c2cc(Oc3ccccc3)ncn2)CC1
  -2, -1, 0
Cc1ccc(CN2C(=O)COCc3cc(-c4cccc(O)c4)ccc32)cc1
  /, -5, 11
COc1ccc(C2c3cccn3CCCN2Cc2cc(OC)cc(OC)c2)cc1 (stereo unspecified)
  -2, -5, 28
CC(=O)c1ccc2c(c1)N(Cc1cccc(F)c1)C(=O)C(C)S2 (stereo unspecified)
  /, -5, -1
Cn1c(SCC2NS(=O)(=O)N=C3CCCCCN32)nnc1-c1ccccc1 (stereo unspecified)
  /, -2, -4
CC(=O)N1CCCN(c2ccncc2N)CC1
  /, -8, 16
CN(C1CCCCC1)S(=O)(=O)c1ccc(=S)[nH]c1
  -7, -4, 12
NCc1nc(-c2cccc([N+](=O)[O-])c2)no1
  /, -10, 18
O=C(CCc1ccccc1)Nc1nnc(SCC(=O)c2ccc(Br)cc2)s1
  -3, -1, 4
CCOc1ccc(N2CCN(CC(=O)NCCCN3CCCC3=O)C2=O)cc1
  /, -13, 2
O=C(CNc1ccccc1Cl)Nc1c(O)cccc1F
  /, -6, -5
CCc1nccn1CCCN1CC(C(=O)O)CC1=O (stereo unspecified)
  /, 4, 2
CCN(CC)C(=O)C1(N)CCCCC1
  -4, -5, 2
CCCN(Cc1cccnc1)Cc1cccn1-c1ncccn1
  /, -9, 26
CN(CCn1nc2ccccn2c1=O)Cc1ccsc1
  /, -1, 4
COc1ccc(Cn2cnc3c4cc(C)ccc4n(CC(=O)Nc4ccccc4)c3c2=O)cc1
  -8, -6, -4
Cn1c(SCc2nc3ccccc3o2)nnc1C(F)(F)F
  1, 1, 7
CCc1nn(C(C)C(=O)NCCCN(CC)CC)c(=O)c2cc3occc3n12 (stereo unspecified)
  -4, -6, 2
CC(C)N(CCNC(=S)Nc1cccc(C(F)(F)F)c1)C(C)C
  -7, -6, -4
NC(=O)[C@H](Cc1c[nH]c2ccccc12)NC(=O)C1CCCCC1C(=O)N1CCc2c([nH]c3ccccc23)C1 (stereo partly specified)
  -1, -6, -12
Cc1c(C(=O)N2CCCCC2C(N)=O)oc2ccc(Br)cc12 (stereo unspecified)
  /, -12, 7
Cc1cccc(Oc2coc3cc(OCC(O)Cn4nc(C)c(C)c4C)ccc3c2=O)c1 (stereo unspecified)
  -9, -8, 0
FC(F)(F)c1cc(Cl)c2nc(CSC3CCCCC3)cn2c1
  /, 0, 0
CCOc1ccc(NC(=O)NCCN2CCCCCC2)cc1
  -6, -3, -7
CC1c2cccn2CCN1C(=O)c1ccc(Cn2ccnc2)o1 (stereo unspecified)
  /, -6, -1
CCOc1ccccc1NC(=O)Cn1nnc(C(=O)Nc2ccc(Br)cc2)c1N
  -10, -8, -12
O=C(Cc1cc(=O)[nH]c(SCC(=O)Nc2ccccc2F)n1)NCc1cccs1
  1, 1, -16
CC(C)(Oc1ccc(Cl)cc1)C(=O)OCCNC(=O)c1cccnc1
  /, -4, -5
CC(=O)NCC(=O)NCc1nc(Cc2ccc(Cl)cc2)no1
  /, -8, 13

# Next section, overlapping the part above by 6 compounds.
# Each structure is followed by: mcGAS lum, hcGAS inh, NPYLR7 agonist
CCOc1ccc(NC(=O)NCCN2CCCCCC2)cc1
  -6, -3, -7
CC1c2cccn2CCN1C(=O)c1ccc(Cn2ccnc2)o1 (stereo unspecified)
  /, -6, -1
CCOc1ccccc1NC(=O)Cn1nnc(C(=O)Nc2ccc(Br)cc2)c1N
  -10, -8, -12
O=C(Cc1cc(=O)[nH]c(SCC(=O)Nc2ccccc2F)n1)NCc1cccs1
  1, 1, -16
CC(C)(Oc1ccc(Cl)cc1)C(=O)OCCNC(=O)c1cccnc1
  /, -4, -5
CC(=O)NCC(=O)NCc1nc(Cc2ccc(Cl)cc2)no1
  /, -8, 13
O=C(c1ccc(C(F)(F)F)cc1)N1CCCC(OCc2ccc(Br)cc2)C1 (stereo unspecified)
  -4, -1, -8
CCn1c(=S)[nH]c2sc(C)c(C)c2c1=O
  /, 11, -8
C1=CCC(c2nccn2CCn2cccn2)CC1 (stereo unspecified)
  -2, -4, 0
O=C1c2ccc([N+](=O)[O-])cc2C(=O)N1CNc1ccc2c(c1)oc1ccccc12
  /, 4, 7
CCCCCCCCC(=O)N1CCN(C(=O)CCN2CCc3sccc3C2c2ccccc2)CC1 (stereo unspecified)
  -5, -1, 8
Cc1ccc2oc(-c3ccc(Cl)c(NC(=O)c4cccc(Cl)c4)c3)nc2c1
  -3, -1, -4
Cc1csc(CNC(=O)c2c(C)noc2C(C)C)n1
  /, -17, -1
O=c1nc2n(c3c(Br)cc(Br)cc13)CCS2
  /, -5, -2
O=c1cc2ncc(-c3[nH]ncc3[N+](=O)[O-])cn2[nH]1
  /, 2, 12
CCOC(=O)c1cc(-c2ccc(N3CCN(C(=O)c4cc(Cl)cnc4Cl)CC3)cc2)n(-c2ccccc2Cl)n1
  -6, -6, /
CN(C)CCC1CN(C(=O)c2ccc(Cl)c(F)c2)CCO1 (stereo unspecified)
  /, -13, 2
O=C(C1CCOCC1)N1CCCC(CCc2cccc(F)c2)C1 (stereo unspecified)
  /, -5, 4
O=C(N=Nc1c(O)[nH]c2ccccc12)c1ccc(O)cc1
  -7, -3, -4
CC1(C(=O)NS(=O)(=O)Cc2ccccc2)CCN1C(=O)C/C=C/c1ccccc1 (stereo unspecified)
  /, 0, 0
O=C(NCCNc1cccc2ccccc12)c1ccc(Nc2cccc(C(F)(F)F)c2)nc1
  -4, -10, -6
CCn1cc(CN2CCN(C)C3(CCN(C(=O)c4ccco4)CC3)C2)cn1
  -11, -5, -5
CC(=O)NCc1ccc(C(=O)N2CC(C)(C)Sc3ccccc32)o1
  -6, -3, 9
CCC(C(=O)N(Cc1ccco1)Cc1cc(NC(=O)COC)ccc1N(C)C)c1ccccc1 (stereo unspecified)
  -7, -4, /
O=C(CCC1CCN(C(=O)C2=CCCCC2)CC1)N1CCC(Cc2ccccc2)CC1
  -12, -10, 3
O=C(CN1C(=O)c2ccccc2C1=O)Nc1ccccc1
  4, 3, -13
O=C1NCCCC1C(=O)N1CCN(C(=O)c2ccco2)CC1 (stereo unspecified)
  -1, -2, 1
Clc1ccc(-c2nc(CSc3ccccn3)cs2)cc1
  -7, -6, 4
C=CCN(Cc1ncccc1C(=O)O)C1CCCC1
  /, -2, -1
CC(=O)Nc1ccc(Cl)c(-c2n[nH]c(CCc3ccccc3)n2)c1
  -7, 4, -2
Cc1nn(C)c(C)c1NC(=O)c1cc2ccccc2[nH]1
  /, -7, -2
CC(C)c1cc(CN2CCCC(c3nc(-c4cccnc4)no3)C2)on1 (stereo unspecified)
  /, -2, 16
COC(=O)C(C)Sc1nnc(-c2ccco2)n1-c1ccc(F)cc1 (stereo unspecified)
  1, -1, /
CCOCCCN(Cc1nc(C(=O)OCC)cs1)C(=O)c1cc(C(F)(F)F)cc(C(F)(F)F)c1
  -2, 1, 8
CC(C)CN(CCC(=O)N1CCN(c2ccccc2F)CC1)c1nc(-c2ccccc2)nc2ccccc12
  -8, -6, 5
CCc1cccc2sc(N(Cc3ccncc3)C(=O)c3ccc([N+](=O)[O-])s3)nc12
  -9, -9, -2
Cc1cc(C)cc(NC(=O)C2CC(=O)n3c(nc4ccccc43)N2)c1 (stereo unspecified)
  /, 11, -1
CCOC(=O)C1=C(C)N=c2s/c(=C\c3ccc(OC(C)=O)c(OCC)c3)c(=O)n2C1/C=C/c1ccccc1 (stereo unspecified)
  -5, -3, 15
Cc1cc(=O)n(CC(=O)N2C[C@H]3C[C@H](O)[C@H](O)C[C@H]3C2)c2ccccc12
  /, -2, 7
Cc1ccc(CCNC(=O)c2cccnc2Oc2cccc([N+](=O)[O-])c2)cc1
  -3, -11, -8
CC1CCCCN1C1CN(c2nc(CCN)nc3ccccc23)C1 (stereo unspecified)
  /, -6, 4
CCOC(=O)c1c(C)nn(S(=O)(=O)c2ccc(Br)cc2)c1SC
  /, -1, 2
O[C@@H]1CN(Cc2cncn2Cc2ccccc2)CC[C@H]1c1ccc(F)cc1
  /, -2, -1
COc1cc(-c2cc(C(F)(F)F)n3ncc(C(=O)N4CCCc5ccccc54)c3n2)cc(OC)c1OC
  -5, -7, 8
COc1cccc(CN(Cc2nc(C(=O)NCc3ccccc3)co2)C2CC2)c1
  -8, -8, 2
CCCCc1oc2ccc(NS(C)(=O)=O)cc2c1C(=O)c1ccc(OCCCN(CCCC)CCCC)cc1
  /, -2, -12
Cc1ccc(S(=O)(=O)NC(C(=O)OC2CCOC2=O)C(C)C)cc1 (stereo unspecified)
  /, -2, 6
N#CC(C#N)C(C#N)(C#N)CC(=O)C1CC2C=CC1C2 (stereo unspecified)
  /, -7, 13
CC(C)C(=O)N1CCC1(C)C(=O)Nc1ccc2[nH]ccc2c1 (stereo unspecified)
  -9, -15, 5
COc1ccc(NS(=O)(=O)c2cccc3nsnc23)cc1
  -6, -5, 3
Cc1cc(C(F)F)n2nc(C(=O)Nc3c(C)nn(Cc4ccccc4C)c3C)nc2n1
  /, -9, 10
CCCc1cc(C(=O)N2CCC3(CC2)CNC(=O)C3)cs1
  /, -4, 27
O=S(=O)(/C=C/c1ccccc1)N1CCSc2ccc(Cl)cc21
  /, -7, 0
COc1ccc(F)cc1CN1CCN(C(=O)c2cc(Cl)c[nH]2)CC1
  /, -7, 1
Nc1nc(Cl)nc2c1ncn2[C@H]1C[C@H](O)[C@@H](CO)O1
  /, -3, -2
CCCN1CCN(c2nc3c(c(=O)[nH]c(=O)n3C)n2Cc2ccc(Cl)c(Cl)c2)CC1
  /, -9, 1
CC(NC(=O)C(C)N1CCc2sccc2C1C)c1ccc(F)cc1 (stereo unspecified)
  -7&-1, -5&4, 0&6
Cc1nnc(NC(=O)CSc2nc(-c3ccccc3)nc3c2c(=O)n(C)c(=O)n3C)s1
  /, -2, 9
CCCCCOc1ccc(S(=O)(=O)N(C)C)c2ccccc12
  -8, -5, -1
O[C@]12CCCC[C@H]1CN(Cc1ccc(-n3cncn3)cc1)CC2
  /, -3, 4
Cc1ccc(C2(O)CCN(C(=O)C(c3ccccc3)n3cnnn3)CC2)nc1 (stereo unspecified)
  /, -2, 5
Fc1cccc(C2CCCCN2Cc2nc(-c3ccccc3)no2)c1 (stereo unspecified)
  -12, -6, 16
O=C(Nc1cccc(C2SCC(=O)N2c2ccc3c(c2)OCO3)c1)c1ccc(Br)cc1 (stereo unspecified)
  -3, -4, 21
CCc1ncc(C(=O)N2CCCC(O)(CO)CC2)cn1 (stereo unspecified)
  /, -1, 8
COc1ccc2c(c1)CCc1cc(CCC(=O)NCc3cccs3)n(CCc3cccc(F)c3)c1-2
  -13, -6, 1
Nc1ccc2nc(-c3ccc4nc(N)sc4c3)[nH]c2c1
  -1, 4, -2
O=C1CSC(=NNC(=S)NCc2ccco2)N1
  /, -1, -3
O=C(c1cnsn1)N1CCCC(N2CCN(Cc3ccc4c(c3)OCO4)CC2)C1 (stereo unspecified)
  /, -7&-4, 18&10
CO[C@@]12CC[C@@H](OCC(=O)O)C[C@@H]1N(C(=O)Cn1cc(C)cn1)CC2
  -6, -9, /
